Screening data: PubChem BioAssay, National Center for Advancing Translational Sciences (NCATS)
Giardia killer – Giardia lamblia killing. Giardia lamblia trophozoite viability. hit rate 0.15% among 340,000. activity change, % at 7.66 µM, hits read low; in the data active means activity change below about -80%; inconclusive means between about -30% and that limit;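 further: parasites exposed to compound for two days anaerobically before the ATP read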
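Trophozoite viability was measured as ATP-dependent luminescence, read 15-30 min after reagent addition. Before that, parasites at 100 cells/well were exposed to compounds for 48 h, anaerobically, at 37 deg C.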
uPA generation – blocks generation of uPA at the cell surface | cell surface uPA generation assay, qHTS | AID 540303 | hit rate 0.31% among 330,000 | Potency, µM (series often up to 38.3 µM), for inactives: at the top dose activity change, negative = inhibition, actives largely listed as inhibitors; active means well fitted inhibition curve with a large enough effect; inconclusive means small, poorly fitted or top-dose-only effect; inactive means no such curve, though single readings can be large or run the other way; tested in mouse RAW 264.7 cells; further: potency means the concentration at half of the fitted maximal effect; nearly all actives have a fitted effect of over 55% in size
Eya2 inh – Eya2 (human) phosphatase inhibition. AID 488837. O00167. hit rate 0.006% among 330,000. recombinant Eya2, OMFP fluorescence dephosphorylation (OMFP is methylfluorescein phosphate). Potency, µM (doses to about 76.9 µM), for the others: at the top dose activity, negative = inhibition, most hits filed as inhibitors; further: potency means the concentration at half of the fitted maximal effect
Target sequence (O00167 whole entry, looked up): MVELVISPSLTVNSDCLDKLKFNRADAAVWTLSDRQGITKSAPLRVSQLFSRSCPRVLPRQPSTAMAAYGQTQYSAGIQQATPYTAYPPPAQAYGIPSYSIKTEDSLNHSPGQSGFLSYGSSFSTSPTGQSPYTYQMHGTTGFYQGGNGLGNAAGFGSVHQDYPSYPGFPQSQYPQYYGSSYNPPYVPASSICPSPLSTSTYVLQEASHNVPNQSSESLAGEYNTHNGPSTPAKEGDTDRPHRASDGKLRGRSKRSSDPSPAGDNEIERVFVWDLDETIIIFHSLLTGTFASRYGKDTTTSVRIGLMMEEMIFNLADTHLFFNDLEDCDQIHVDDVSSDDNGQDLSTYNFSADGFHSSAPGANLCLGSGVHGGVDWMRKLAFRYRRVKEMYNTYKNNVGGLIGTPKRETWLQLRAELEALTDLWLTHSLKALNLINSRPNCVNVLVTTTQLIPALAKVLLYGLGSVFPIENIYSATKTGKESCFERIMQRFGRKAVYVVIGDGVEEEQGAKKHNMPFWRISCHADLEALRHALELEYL
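Eya2 protein (added as 0.2 uM solution) was preincubated with compound for 10 min at ambient temperature in 50 mM HEPES pH 7.5, 50 mM NaCl, 5 uM MgCl2, 0.05% BSA, 1 mM DTT. OMFP (added at 50 uM) then reacted 10 min; fluorescence read at 485/525 nm.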
PKM2 activator – PKM2 (human) enzyme activation; Potency, µM (titrated, usually from 57.5 µM), without a hit: at the top dose activation, most hits filed as activators; AID 1631; purified PKM2, Kinase-Glo ATP luminescence, activation; response scale: 0% is enzyme alone, no compound; hit rate 0.34% among 260,000; further: potency means the concentration at half of the fitted maximal effect; nearly all actives have a fitted effect of over 55% in size
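Kinase-Glo luminescence reports ATP generated from ADP (0.1 mM) and PEP (0.5 mM) by purified hPK-M2 after 1 h at room temperature, pH 7.2 imidazole buffer; intermediate enzyme activity allows detecting inhibitors and activators.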
BCR signal inh – inhibitors of chronic active B-cell receptor signaling; ABC-DLBCL IkBa-CBG/CBR reporter, luminescence ratio, 4 h; Potency, µM (highest dose often 46.1 µM), for inactives: at the top dose ratio change, negative = lower green/red ratio, hits mostly inhibitors; hit rate 0.05% among 340,000; AID 493014; active means well fitted inhibition curve with a large enough effect in the signal ratio, with a control signal flat, not every such curve was filed as active; inconclusive means small, poorly fitted or top-dose-only effect, or effect the other way, or a change in a side signal; the % refers to the signal ratio;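 further: potency means the concentration at half of the fitted maximal effect; plate controls were basal doxycycline-induced cells for no effect and cells given 10 µM MG132 for full effect; MG132 reads +100%, hits lower the ratio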
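Concentration-response series (up to 46 uM) were applied to TMD8 dual-reporter cells for 4 h at 37C with doxycycline. Green/red ratio, after filter-overlap correction, defined %Activity; red signal alone was normalised to basal cells and zero luminescence.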
hERG WT inh – KCNH2 (human, wildtype) channel inhibition | U2OS, BacMam KCNH2, thallium flux FluxOr; active compounds read low | activity change, % at 1.84 µM | hit rate 0.37% among 340,000 | AID 720551;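 active means maximum activity change below -70%; inconclusive means maximum activity change between -70% and -50%; inactive means maximum activity change above -50%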
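U2OS cells transduced with wild-type KCNH2 virus are loaded with FluxOr dye for 45 min, and thallium flux is measured in kinetic reads before and after stimulation buffer. Rate constants are normalized to DMSO controls.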
KCNH2 3.1 block – blocks the human KCNH2 3.1 channel isoform | activity change, % (tested at about 1.8 µM) | hit rate 0.95% among 340,000 | U2OS KCNH2 3.1, thallium flux FluxOr; active compounds read low | AID 720553;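 active means maximum activity change below -70%; inconclusive means maximum activity change from -70% to -50%; inactive means maximum activity change above -50%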;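 further: thallium influx rate constant from kinetic fluorescence after stimulation buffer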
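Kinetic fluorescence (2 min after stimulation buffer) measures Tl+ influx through KCNH2 3.1 expressed by viral transduction in U2OS cells; the rate constant is normalized against DMSO controls serving as positive and negative references.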
B2AR arrestin – agonists driving beta-arrestin recruitment to human beta2-adrenergic receptor; Potency, µM (series often up to 46.1 µM), for inactives: at the top dose activation, usual class: activators; beta-arrestin recruitment to beta2AR, cell-based reporter; P07550; AID 492947; hit rate 0.02% among 330,000;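 further: potency means the concentration at half of the fitted maximal effect; 0% = DMSO controls and full agonism = EC100 isoproterenol or metaproterenol; nearly all actives have a fitted effect of over 65% in size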
Target sequence (P07550 whole entry, looked up): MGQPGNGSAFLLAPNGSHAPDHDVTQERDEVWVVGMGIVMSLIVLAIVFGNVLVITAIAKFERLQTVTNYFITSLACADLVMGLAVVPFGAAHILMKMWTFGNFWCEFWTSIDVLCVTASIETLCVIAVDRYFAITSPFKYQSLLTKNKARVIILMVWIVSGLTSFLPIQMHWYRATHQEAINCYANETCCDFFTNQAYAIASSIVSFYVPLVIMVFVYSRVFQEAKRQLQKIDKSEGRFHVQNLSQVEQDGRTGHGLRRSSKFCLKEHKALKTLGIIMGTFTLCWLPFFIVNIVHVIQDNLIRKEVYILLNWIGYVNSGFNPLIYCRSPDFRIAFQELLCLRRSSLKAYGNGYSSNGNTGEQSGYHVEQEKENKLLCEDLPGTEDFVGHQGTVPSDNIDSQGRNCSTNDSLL
USP2a block – inhibitors of human ubiquitin-specific protease USP2a | hit rate 0.01% among 330,000 | USP2 core, Ub-CHOP2 coupled fluorogenic reporter, 485/531 | Potency, µM (highest dose often 38.3 µM), without a hit: top-dose activity change, negative = inhibition, hits mostly inhibitors | O75604;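 further: potency means the concentration at half of the fitted maximal effect; plate controls were DMSO wells for no effect and full inhibition by NEM control for full effect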
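Deubiquitinase activity read as fluorescence (485/531 nm) after Ub-CHOP2 cleavage activates the enterokinase reporter on its substrate; USP2 core 10nM, Ub-CHOP2 and substrate 25nM each, 30min compound preincubation then 60min RT; data normalized to NEM, curves fitted.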
GALK inhibitor – galactokinase (human) inhibition; hit rate 0.007% among 270,000; P51570; AID 1868; Potency, µM (highest dose often 57.5 µM), without a hit: top-dose activity change, negative = inhibition, hits mostly inhibitors; Purified GALK, Kinase-Glo residual ATP luminescence; further: potency means the concentration at half of the fitted maximal effect
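5 nM enzyme, 35 uM ATP, 100 uM galactose, 20 mM HEPES pH8.0, 5 mM MgCl2; 1 h RT; residual ATP by Kinase-Glo Plus luminescence, qHTS format.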
FBPA coupling cs – inhibits coupling enzyme system, counter-screen for aldolase hits | hit rate 0.67% among 290,000 | activity change, negative = inhibition, % at 58.2 µM, hits read low | coupling enzyme system counterscreen, AmpLite Red fluorescence; in the data active means activity change below about -30%
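Activity here indicates interference with the coupling reaction, not aldolase inhibition. Compounds at 57.5 uM final met coupling enzymes for 10 min at RT; substrate and AmpLite Red detection followed, with a 525/598 nm fluorescence read after 20 min.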
* = called active by the depositor; ? = inconclusive; . = no result given; [ ] = remark or other dose. Unless noted, the call rests on the fitted dose curve; in most records, active means well fitted curve in the direction sought with a large enough effect; inconclusive means small, poorly fitted or top-dose-only effect, or another doubt; inactive means no such curve, though single readings can be large; an effect the other way counts as inactive or inconclusive. Unless noted, on the % scale 0 is the no-effect control and ±100 the full control effect.

Under each structure: Giardia killer	uPA generation	Eya2 inh	PKM2 activator	BCR signal inh	hERG WT inh	KCNH2 3.1 block	B2AR arrestin	USP2a block	GALK inhibitor	FBPA coupling cs
CC(C)(C)NC(=O)NC(=O)CN1CCN(C(c2ccccc2)c2ccccc2)CC1
 : 9	-3%	-4%	-2%	12%	3	-11	-0.1%	-2%	2%	-1
NNC(=S)Nc1ccccc1Cl
 : -13	0%	1%	-3%	?	-1	11	11%	2%	2%	2
NC(=S)Nn1c(CCC(=O)O)ccc1-c1ccccc1
 : 0	2%	4%	-3%	6%	-1	-5	3.5%	2%	0%	5
Cc1cc(C(=O)NCc2csc(-c3ccccc3)n2)no1
 : 10	0%	9%	-2%	?	-18	17	-0.3%	-1%	-8%	.
CCOC(=O)c1cc(C)sc1NC(=O)CSc1nnnn1C
 : 28	-29%	5%	-1%	-3%	10	-25	-0.9%	-8%	-8%	1
CC1(C)C2([N+](=O)[O-])CN(CCO)CC1([N+](=O)[O-])CN(CCO)C2
 : 1	-1%	4%	1%	0%	2	16	-0.9%	2%	0%	1
Cc1cccc(NC(=S)NNC(=O)c2ccco2)c1
 : -5	.	-3%	-3%	?	-6	6	-0.4%	1%	0%	1
CC(=O)N(C)C1(c2nnnn2CCOC(=O)Nc2cccc3ccccc23)CCCC1
 : 3	0%	-23%	2%	?	0	16	-0.2%	6%	3%	0
Cc1cc(-c2nc(C)c(C(=O)NN)s2)no1
 : -7	-9%	19%	6%	?	0	11	-0.2%	0%	-5%	2
Cn1c(SCC(=O)NNC(=O)c2ccccc2)nnc1C(F)(F)F
 : 2	0%	-1%	.	-7%	2	5	-0.3%	2%	.	.

Only GALK inhibitor, Giardia killer and B2AR arrestin, for 2 of the compounds above:
Structure | GALK inhibitor | Giardia killer | B2AR arrestin
CC(=O)N(C)C1(c2nnnn2CCOC(=O)Nc2cccc3ccccc23)CCCC1 | 3% | 3 | -0.2%
Cc1cc(-c2nc(C)c(C(=O)NN)s2)no1 | -5% | -7 | -0.2%

The list continues:
Under each structure: Giardia killer	uPA generation	Eya2 inh	PKM2 activator	BCR signal inh	hERG WT inh	KCNH2 3.1 block	B2AR arrestin	USP2a block	GALK inhibitor	FBPA coupling cs
COc1ccccc1NC(=O)C(C)OC(=O)CCCOc1ccccc1 (configuration not stated)
 : 9	3%	-1%	.	-5%	-7	-10	-1.0%	-6%	.	.
COc1ccc(/C=N/NC(=O)C(=O)N2CCCCCC2)cc1[N+](=O)[O-]
 : 7	-3%	-7%	.	?	7	1	0.3%	1%	-4%	.
CN(CC(=O)Nc1cccc(F)c1)CC(=O)Nc1ccccc1[N+](=O)[O-]
 : -3	-7%	4%	3%	?	-1	2	0.1%	0%	-1%	2
O=C(COC(=O)c1cccc(OC(F)F)c1)Nc1cccc(S(=O)(=O)N2CCCC2)c1
 : -7	-21%	4%	.	-8%	7	-12	0.4%	0%	.	.
C=C(NC(C)=O)c1c(F)cccc1F
 : 6	-3%	-24%	.	3%	-13	-9	0.4%	3%	.	.
COc1ccc(C(=S)N2CCCC2)cc1C
 : -4	6%	7%	1%	-4%	4	4	-0.3%	4%	1%	9
O=C(c1ccc(Cl)cc1)N1CCC(C(=O)N2CCCc3ccccc32)CC1
 : 11	-1%	-5%	.	5%	7	-28	0.3%	2%	0%	.
Cc1ccc2cccc(S(=O)(=O)NC3CCS(=O)(=O)C3)c2n1 (configuration not stated)
 : -8	.	-21%	1%	0%	2	1	-2.1%	-1%	0%	0
CCC(=O)Nc1ccc(C(=O)CN2C(=O)NC3(CCOc4ccccc43)C2=O)cc1 (configuration not stated)
 : -4	16%	2%	.	?	18	-9	0.0%	0%	.	.
N#CCOC(=O)C1CSC2(c3ccc(Br)cc3)CCC(=O)N12 (configuration not stated)
 : 10	4%	4%	0%	4%	21	15	0.0%	-9%	16%	2
COc1ccc(CC(=O)O/N=C(\N)Cc2ccc(OC)cc2)cc1
 : 0	-3%	1%	-6%	-12%	4	-12	-0.2%	-1%	-3%	.
CN(C(=O)CN1C(=O)c2cccc(N)c2C1=O)C1CCCCC1
 : -20	4%	4%	.	-1%	1	-6	0.5%	9%	.	.
Cc1ccc2cc(CCNS(=O)(=O)c3ccc(Br)cc3)c(=O)[nH]c2c1C
 : 6	.	-2%	?	?	9	-1	0.4%	3%	5%	2
Cc1ccc(C2CC(c3cccc(Br)c3)Nc3nnnn32)cc1 (configuration not stated)
 : -2	-3%	-2%	-12%	?	-7	2	0.8%	-9%	2%	4
C/C=C/C(=O)Nc1nnc(C2CCCCC2)s1
 : 4	-7%	0%	3%	11%	1	-4	0.1%	1%	0%	-4
CSc1sc(C(=O)N2CCc3ccccc32)cc1S(=O)(=O)C(C)C
 : 34[activator]	-2%	8%	-4%	5%	5	3	-0.6%	2%	7%	.
CC1CCCC(C)N1C(=O)CSc1nnc(NC(=O)c2cccs2)s1 (configuration not stated)
 : 2	3%	-10%	4%	7%	4	6	-0.2%	-2%	1%	9
COc1ccc(S(=O)(=O)Nc2c(C)n(C)n(-c3ccccc3)c2=O)cc1C(=O)O
 : 23	3%	-6%	4%	0%	-11	-12	-0.7%	-1%	0%	0
Cn1c(CNc2nc(-c3ccccc3)cs2)nnc1SCC(=O)c1ccccc1
 : -10	-7%	7%	5%	-3%	-3	-4	5.3%	0%	3%	4
CC(C)CC(NC(=O)OC(C)(C)C)C(=O)O (configuration not stated)
 : -12	0%	3%	-3%	6%	-33	-1	-0.4%	5%	-3%	1
O=C(CC(=O)N/N=C\c1ccc([N+](=O)[O-])cc1)NCCc1ccccc1
 : 13	-2%	7%	0%	-1%	-1	-4	-0.1%	-1%	0%	-1
COC(=O)c1ccc(OCC(=O)NC2CCCCCC2)cc1
 : 3	12%	0%	-1%	4%	43	20	-0.4%	2%	-6%	.
Cc1ccc(SCC(=O)NC(=O)c2ccc(S(=O)(=O)N(C)C)cc2)cc1C
 : 0	1%	-3%	?	1%	-3	-4	-1.6%	4%	-1%	3
COc1ccc(OC(=O)c2cnc3n(c2=O)CCS3)cc1
 : 10	-5%	2%	-7%	4%	8	28	-0.2%	1%	3%	3
Cc1ccnc(NS(=O)(=O)c2ccc(NC(=O)c3ccc4c(c3)OCCO4)cc2)n1
 : ?	-1%	1%	-4%	-26%	.	-14	-0.5%	2%	3%	3
COc1ccc(C(c2nnnn2Cc2cccs2)N2CCC(C(N)=O)CC2)c(OC)c1 (configuration not stated)
 : -5	-1%	-11%	-1%	5%	12	-44	-0.9%	4%	-1%	2
COc1ccccc1N1CCN(S(=O)(=O)c2ccc(F)cc2)CC1
 : -10	-1%	3%	6%	2%	-3	10	-0.3%	0%	2%	2
C=CCn1c(O)c(C=Nc2ccc(CN3CCCCC3)cc2)c(=O)[nH]c1=S
 : -5	-10%	7%	-5%	-19%	-2	-13	0.6%	0%	4%	5
Nc1ccc(C(=O)OCc2csc(-c3ccccc3)n2)cc1[N+](=O)[O-]
 : 7	7%	-1%	-13%	5%	1	9	0.1%	1%	-1%	-4
O=C(CCCSc1ccc(Cl)cc1)Nc1cc(S(=O)(=O)N2CCOCC2)ccc1O
 : -17	-22%	-13%	.	-1%	17	-4	-0.1%	1%	.	.
Cc1nc(NC(=O)c2cccc(Cl)c2)sc1C(=O)N1CCCCC1
 : 1	-4%	0%	10%	?	29	-2	0.2%	2%	0%	0
CC(=O)Nc1cccc(NC(=O)C2CC(=O)N(c3ccc(C)cc3)C2)c1 (configuration not stated)
 : -14	-1%	2%	-2%	0%	4	17	0.1%	-1%	1%	2
O=C(NCc1ccco1)c1ccc(S(=O)(=O)N2CCOCC2)cc1
 : 7	-3%	8%	11%	7%	7	10	-0.4%	0%	-1%	-1
Cc1nn(CCOc2cccc(Cl)c2)c(C)c1[N+](=O)[O-]
 : 8	0%	-5%	-8%	0%	11	-9	-0.1%	-2%	-4%	.
CC(=O)/C(=N/Nc1cccc(C)c1)N1CCOCC1
 : -9	5%	-10%	0%	-8%	-1	-7	0.0%	1%	-3%	2
Cc1c(C(=O)O)cccc1N1C(=O)Nc2ccccc2N1O
 : -1	2%	-4%	2%	-11%	-1	0	-0.7%	1%	1%	0
COc1cc(OC)cc(C(=O)N2CCN(Cc3cccc(F)c3)CC2)c1
 : -2	.	7%	1%	-4%	3	-1	0.2%	0%	1%	0
CC(=O)Nc1ccc(Nc2nc3c(S(=O)(=O)c4ccc(C)c(C)c4)nnn3c3ccccc23)cc1
 : -5	0%	11%	2%	?	-5	-30	-0.5%	8%	-2%	0
COc1cccc(NC(=O)CN(C)C(=O)c2sc3cc(Cl)ccc3c2Cl)c1
 : 13	4%	-21%	.	?	21	-19	-1.0%	3%	.	.
O=C(Nc1ccc2cn[nH]c2c1)c1c(Cl)cccc1Cl
 : 12	-1%	13%	2%	?	-12	7	-0.5%	7%	0%	-8
COC(=O)c1ccc(NC(=O)Cn2cnc3c(nnn3-c3cccc(OC)c3)c2=O)cc1
 : ?	-17%	2%	-3%	9%	7	-8	-0.2%	1%	0%	4
